Dynein transport: blocks dynein driven cargo transport along microtubules. 3617.4 mouse cells, GR-EGFP nuclear translocation imaging; test concentration mostly 20 µM; stimulated with dexamethasone, 1 µM; hits give low values. z-score, hits read low. 220,000 compounds, 0.47% hits. AID 1381;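 active means plate z-score of nuclear minus cytoplasmic receptor signal below a set negative limit, without overly bright fluorescence or cell loss, cut at about -3.5 in these data, passing the limit was not always enough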;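 further: z-score of nuclear minus cytoplasmic ring GR-EGFP intensity difference per well; some compounds called inactive have numbers as strong as hits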
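Also added – dexamethasone, 1.0 µM final · Buffer or medium – tet-free, stripped-serum medium · Schedule – induction 48 h, compound 1 h, agonist 30 min · Detection – formaldehyde fixation, Hoechst nuclear stain, 10x automated fluorescence imaging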
MT stabilize HCS: microtubule stabilizers in HeLa cells. % tubulin-high responders, % at 10 µM. AID 2205. HeLa tubulin immunostaining HCS, 24 h; share of cells brighter than vehicle mean+2SD. 200,000 compounds, 0.83% hits;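 active means plate Z-score above 3 for both tubulin-high and condensed-nucleus cell shares, with cell loss under 80%, at 10 µM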;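 further: anti alpha tubulin signal scored within the nucleus-defined area of each cell; some results filed as inactive read as strong as hits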
Yfh1-depleted yeast: mitochondrial function rescue without frataxin homolog – Friedreich's ataxia, plus single-dose screen, dose response (AID 1465). S. cerevisiae Yfh1-off respiration, WST-1 reduction, 72 h; higher fold induction means a stronger effect. fold induction at 50 µM; hits with a dose series show EC50 in µM. 220,000 compounds, 0.074% hits;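 active means fold induction of absorbance versus untreated yeast above a set limit, then at least 30% activation at any dose in follow-up; inconclusive means repeats straddling the limit, or above it without dose testing; inactive means fold induction below the set limit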;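 further: activators that raise dye reduction in frataxin-depleted yeast; strong numbers were not always called active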
T cell HTS: T cell immune modulators affecting CD8 T cell-vesicle binding | 2C CD8+ T cell-vesicle binding, flow cytometry; hits give low values | calls only at 7 µM | 330,000 compounds, 0.068% hits;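 active means response, share of CD8 T cells binding vesicles, and their 90th percentile fluorescence all below set limits, cut at about 80% in these data, passing the limit was not always enough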
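Read-out – percent CD8+ FL2 mean versus row control · System – murine 2C transgenic CD8+ T lymphocytes · Times – 1.5 h cell–vesicle binding at 37 °C, then 20 min icy labelling · Control set – naked vesicles low, QL9 vesicles with vehicle high · Detection – cytometric PE anti-B7-1 and Alexa647 anti-CD8 signals after 1% paraformaldehyde fixation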
Autophagy mod: autophagy modulation, high-content screen; MEF GFP-LC3 puncta imaging; test concentration mostly 10 µM; calls only at 10 µM (by protocol); AID 463193; 190,000 compounds, 0.98% hits;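 active means percentage of spot-positive cells more than 3 SD above its plate mean, without a fluorescence outlier flag or 80% toxicity; inconclusive means no clear call, values can overlap the other calls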;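 further: spot-positive cell cutoff set from DMSO-treated cells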
M17LAP inhibition: P. falciparum M17LAP inhibitors, primary screen, biochemical, fluorogenic H-Leu-NHMec substrate, 1536-well (AID 1619); recombinant M17LAP, H-Leu-NHMec fluorogenic kinetic assay; higher % means a stronger effect; 220,000 compounds, 0.38% hits; inhibition, % at 30 µM, or IC50 in µM where a hit was titrated;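 active means compound inhibiting the enzyme by more than half at any dose during confirmatory dose-response retesting; inconclusive means strong single-dose inhibitors picked by rank but not retested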;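 further: plate controls were full reaction with DMSO carrier for no effect and no enzyme background for full effect; strong numbers were not always called active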
WT yeast gro inh: growth inhibition of WT yeast, mitochondrial fusion screen | mitochondrial fusion phenotypic screen, WT strain | inhibition, % at 10 µM | 190,000 compounds, 2.1% hits; in the data active means inhibition above about 58%; tested in S. cerevisiae
b-catenin transl: modulators of beta-catenin nuclear translocation; HeLa beta-catenin nuclear translocation, immunofluorescence imaging; nuclear translocation activity, % at 5 µM; 190,000 compounds, 0.3% hits; AID 1665;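 active means nuclear translocation activity above 50% at 5 µM, with a well cell count of 50 or more; inconclusive means wells under 50 cells across six images, flagged as toxic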;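 further: per-cell ratio of nuclear to cytoplasmic median beta-catenin stain intensity; plate controls were DMSO negative control for no effect and GSK-3 inhibitor IX positive control for full effect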
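Test system: human HeLa cells, native beta-catenin. Compound dosing: 5 µM primary single dose, 0.1% DMSO, 0.02–20 µM confirmation series. Incubation: compound exposure 24 h at 37°C. Detection: beta-catenin immunostaining with DAPI counterstain, 20x imaging, 6 fields/well. Read-out basis: Nuclear/cytoplasmic beta-catenin signal ratio, % activation.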
M1AAP inhibition: malaria alanyl aminopeptidase activity blockers – biochemical, fluorogenic H-Leu-NHMec substrate, 1536-well (AID 1445); 220,000 compounds, 0.42% hits; inhibition, % at 30 µM, or IC50 in µM where a hit was titrated; recombinant M1AAP, H-Leu-NHMec fluorogenic kinetic assay; higher % means a stronger effect;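 active means primary inhibition above the hit cutoff, then over 50% inhibition at one or more dose response concentrations, cut at about 23% in these data, passing the limit was not always enough; inconclusive means conflicting primary data, or primary hits not chosen for dose response; inactive means low primary inhibition, or under 50% at every dose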;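 further: plate controls were DMSO full reaction for no effect and no enzyme background for full effect; strong numbers were not always called active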
WT yeast gro inh mutant strain: also measured in WT yeast gro inh; calls as there; inhibition, %; mitochondrial fusion phenotypic screen, mutant strain inhibition
Dynein transport cytoplasmic EGFP: further read-out of Dynein transport, marked with its call; z-score; measured here: cytoplasmic GR-EGFP intensity; hits give high values
Dynein transport nuclear GR-EGFP: second read-out of Dynein transport, no call of its own (marks repeat the call); z-score; measured here: nuclear GR-EGFP intensity;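 lower value marks the stronger effect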
Dynein transport cell count: recorded beside Dynein transport, whose call it bears; z-score; measured here: cell count per field
b-catenin transl cell count 5 µM: further read-out of b-catenin transl, marked with its call; cell count; measured here: cell count, cytotoxicity flag
T cell HTS vesicle-bound %: also measured in T cell HTS; calls as there; double positive events, %; measured here: CD8+ vesicle-bound cell fraction;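 binding gate set so that unloaded-vesicle control wells show 10% double positive cells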
MT stabilize HCS Hoechst-high %: also measured in MT stabilize HCS; calls as there; % Hoechst-high responders; measured here: nuclear condensation Hoechst responders;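 share of cells brighter than vehicle mean plus two SD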
MT stabilize HCS cytotoxicity %: recorded beside MT stabilize HCS, whose call it bears; toxicity, %; measured here: cytotoxicity by cell density;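 0% = mean cell density of plate MIN control wells and 100% = no cells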
Autophagy mod cell loss 18 h: also measured in Autophagy mod; calls as there; toxicity, %; measured here: cell loss, nuclei count;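 cell loss after 18 h compound exposure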
* marks the source's active call; other numbers are inactive results; i = inactive; ? = inconclusive; · = not tested or not shown.

Start of the listing, in advance:
SMILES	Dynein transport	Dynein transport cytoplasmic EGFP	Dynein transport nuclear GR-EGFP	Dynein transport cell count	MT stabilize HCS	MT stabilize HCS Hoechst-high %	MT stabilize HCS cytotoxicity %	Yfh1-depleted yeast	T cell HTS	T cell HTS vesicle-bound %	Autophagy mod	Autophagy mod cell loss 18 h	M17LAP inhibition	WT yeast gro inh	WT yeast gro inh mutant strain	b-catenin transl	b-catenin transl cell count 5 µM	M1AAP inhibition
COC(=O)C1CC(=O)c2sccc2C1 (stereo unspecified)	0.42	0.048	0.4	-0.15	2.3	2.5	3.9	i	i	34	i	8	-4%	-12	13	1.5	575	-2%
COc1cc(OC)cc(C(=O)N[C@H](C(=O)OCC(=O)NC(C)c2ccccc2)C(C)C)c1 (stereo partly specified)	-0.71	0.11	-0.059	0.4	2.3	4.9	9.9	i	i	41	i	0	21%	-14	-2	-0.2	1180	6%

The whole of this part, from the start:
SMILES	Dynein transport	Dynein transport cytoplasmic EGFP	Dynein transport nuclear GR-EGFP	Dynein transport cell count	MT stabilize HCS	MT stabilize HCS Hoechst-high %	MT stabilize HCS cytotoxicity %	Yfh1-depleted yeast	T cell HTS	T cell HTS vesicle-bound %	Autophagy mod	Autophagy mod cell loss 18 h	M17LAP inhibition	WT yeast gro inh	WT yeast gro inh mutant strain	b-catenin transl	b-catenin transl cell count 5 µM	M1AAP inhibition
COC(=O)C1CC(=O)c2sccc2C1 (stereo unspecified)	0.42	0.048	0.4	-0.15	2.3	2.5	3.9	i	i	34	i	8	-4%	-12	13	1.5	575	-2%
COc1cc(OC)cc(C(=O)N[C@H](C(=O)OCC(=O)NC(C)c2ccccc2)C(C)C)c1 (stereo partly specified)	-0.71	0.11	-0.059	0.4	2.3	4.9	9.9	i	i	41	i	0	21%	-14	-2	-0.2	1180	6%
CCCOc1ccccc1C(=O)NCCCC(=O)O	0.8	-0.067	1.1	-1.7	5.7	3.0	8.2	i	i	29	i	-11	4%	1	-7	-6.2	915	-2%
NC(=S)N/N=C/c1ccc2ccccc2c1	0.11	-0.33	-0.19	0.45	6.6	3.7	0.5	i	i	38	i	3	-5%	-3	8	-0.6	744	17%
CCCNC(=O)COC(=O)c1ccc(S(=O)(=O)N2CCCC2)cc1	-0.26	-0.36	-0.21	0.22	1.3	1.2	16	i	i	57	i	8	-11%	-13	-3	-3.5	1056	0%
COc1ccccc1/C=N/NC(=O)CC(=O)NCc1cccnc1	-0.014	-0.24	0.054	0.58	5.2	2.1	5.7	i	i	51	i	-6	8%	-11	-6	3.2	1072	-1%
CCC(C)N=Cc1c(NCc2ccco2)nc2c(C)cccn2c1=O (stereo unspecified)	-0.67	-0.21	-0.5	0.31	4.7	1.8	1.5	i	i	24	i	-3	13%	6	-10	-0.6	759	3%
COC(=O)c1cccc(NC(=O)CSc2nc3cccnc3n2C)c1	2.4	0.12	1.3	-2.6	4.3	2.3	11	i	i	24	i	38	10%	-14	-7	-4.0	1033	5%
CCOc1ccc(-n2c(=S)sc3c(=O)[nH]c(SCC(=O)C(C)(C)C)nc32)cc1	0.0026	-0.0059	0.17	-0.35	3.5	1.9	3.6	i	i	20	i	1	37%	-9	1	-0.9	1096	?
C=CCn1c(SCC(=O)NNC(=O)Nc2ccc(C)cc2)nnc1-c1ccccc1	0.59	-0.21	0.61	-0.27	·	·	·	i	i	14	·	·	-12%	·	·	-0.1	1257	1%
COc1c(C)cc(C(=O)C2CCCN(C(=O)Cn3ccc(C)n3)C2)cc1C (stereo unspecified)	0.045	-0.25	0.45	0.68	1.3	0.6	4.5	i	i	17	i	-17	·	-4	2	0.6	923	·
Cc1ccc(-c2cc(C(=O)Nc3nn[nH]n3)c3ccccc3n2)c(C)c1	-0.18	-0.19	-0.25	-0.75	3.0	2.0	3.0	·	i	45	i	-23	99%	1	17	-2.8	967	?
O=C(O)c1cccc(N2CCCC2)c1	-0.31	-0.18	0.035	0.31	0.8	0.8	3.2	i	i	59	i	7	1%	13	0	-6.8	1252	4%
C=C(C)COc1ccc2oc(C)c(C(=O)OCCOC)c2c1	-0.99	-0.21	-0.4	0.53	1.5	1.6	5.5	i	i	40	i	10	-2%	-17	-5	-0.4	1136	10%
Cn1nccc1NC(=O)Nc1ccc(Cl)cc1	1.3	-0.2	1.4	-1.8	·	·	·	i	i	7	·	·	16%	·	·	0.4	1362	2%
O=C(Nc1nc2ccc(Cl)cc2s1)C1CCCO1 (stereo unspecified)	-0.56	-0.14	-0.47	1.8	1.7	2.1	26	i	i	53	i	1	7%	2	-13	·	·	-3%
Cc1ccc(C(CC(=O)O)C2CCOC(C)(C)C2)cc1 (stereo unspecified)	0.08	-0.11	0.21	-0.49	2.1	0.5	9.5	i	i	31	i	-3	-1%	-3	16	·	·	5%
CCCCCSc1nc2c(c(=O)[nH]c(=O)n2C)n1CCc1ccccc1	·	·	·	·	·	·	·	i	i	30	·	·	·	24	7	-0.8	1045	·
CC1(C)CC(=O)C(C(C2=C(O)CC(C)(C)CC2=O)c2cccnc2)C(=O)C1 (stereo unspecified)	-1.1	-0.15	-0.41	0.57	3.4	1.9	3.3	i	i	38	i	6	9%	-14	-4	-1.7	680	2%
COc1ccccc1Nc1nc(-c2cccc([N+](=O)[O-])c2)cs1	-0.041	-0.21	0.0042	-0.14	·	·	·	i	i	36	·	·	13%	·	·	1.4	1371	15%
CCCCC(=O)Nc1ccc(C(=O)Nc2ccc(S(=O)(=O)N3CCCC3)cc2)cc1	0.1	-0.26	0.18	-0.52	2.6	0.5	26	i	i	40	i	4	-9%	0	5	·	·	5%
Cc1nn(-c2ccc(Cl)cc2)c(NC(=O)C(C)C)c(-c2ccccc2)c1=O	2.7	-0.18	2.8	-2	·	·	·	i	i	53	·	·	-10%	·	·	-0.6	1418	-1%
COc1ccc(/C(C)=N/NC(=O)CNC(=O)C2COc3ccccc3O2)c(OC)c1 (stereo unspecified)	0.36	-0.24	0.57	0.45	·	·	·	i	i	43	·	·	-4%	·	·	0.4	1295	-5%
Cc1cccc(Nc2nnc(SCC(=O)Nc3ccc(C(=O)O)cc3)s2)c1	-2	-0.35	-0.41	2.2	3.1	2.1	19	i	i	46	i	19	24µM*	8	14	1.0	1123	1%
COc1ccc(N2CCN(C(=O)c3ccc(CSc4ccccc4)cc3)CC2)cc1	-0.42	0.44	-0.49	-0.31	2.1	2.8	12	i	i	32	i	-7	-1%	3	-7	-3.2	918	8%
CCOC(=O)c1cnc2ccc(C)cc2c1OCc1cc(F)cc(F)c1	-0.13	-0.24	0.24	0.34	1.1	0.7	7.0	i	i	57	i	-4	-2%	-5	1	0.5	915	14%
O=C(c1ccc(F)cc1)c1ccc(N2CCCC2)cc1	0.029	-0.18	-0.0032	-0.54	1.1	2.1	10	i	i	35	i	20	-4%	13	-3	0.7	1029	-4%
NC(=S)NC1CC2C=CC1C2 (stereo unspecified)	-0.38	-0.26	-0.2	1.3	·	·	·	i	i	20	·	·	5%	·	·	-2.9	1201	-1%
CCOC(=O)C(CC)Sc1nnc2c3cc(C)ccc3n(C)c2n1 (stereo unspecified)	3.1	0.077	2.1	-2.1	2.5	1.6	4.3	i	i	25	i	0	-7%	16	-29	-1.0	1421	18%
COc1ccc(OC)c(NC(=O)CN(Cc2ccc(Cl)cc2)S(C)(=O)=O)c1	1.3	-0.18	0.42	-1.3	2.0	2.7	7.1	i	i	36	i	-11	-3%	11	5	-2.7	1028	6%
COc1ccccc1Nc1ccc(C(=O)NC2CCCCC2)cn1	-0.13	-0.27	0.24	-0.31	2.0	1.1	4.3	i	i	4	i	-5	-2%	22	10	-1.5	1098	12%
C/C(=N\S(=O)(=O)c1ccc(C)cc1)N1CCCCC1	0.13	-0.19	-0.055	0.3	3.5	2.7	5.8	i	i	55	i	-1	5%	-5	-8	0.7	1527	7%
CCCOC(=O)c1ccc(Oc2coc3c(CN(CC)CC)c(O)ccc3c2=O)cc1	-0.35	-0.11	0.43	0.65	2.5	1.6	7.7	i	i	6	i	-10	-98%	-10	-19	-0.9	558	7%
O=C(COC(=O)c1cc(=O)[nH]c2ccccc12)Nc1cccc(S(=O)(=O)N2CCOCC2)c1	2.3	-0.17	1.7	-1.5	·	·	·	i	i	16	·	·	-9%	·	·	0.0	1345	1%
Clc1cccc(Cl)c1COn1nnc2ccccc21	0.79	-0.18	0.48	0.16	5.8	6.3	15	i	i	7	i	8	-3%	5	7	·	·	3%
COCCCNC(=O)c1sc2ncnc(N3CCc4ccccc4C3)c2c1C	-0.73	0.029	0.51	-0.2	3.6	2.6	4.7	i	i	28	i	-1	5%	5	-17	1.9	907	10%
CCN(CC)S(=O)(=O)c1cc(C(=O)NCCN2CCOCC2)ccc1Cl	0.35	-0.3	-0.16	0.04	7.7	1.1	8.1	i	i	62	i	6	-6%	9	-5	-1.3	959	2%
CCOc1ccc(OCCSc2nnnn2-c2ccccc2)cc1	-0.25	-0.17	0.14	1	3.6	2.2	5.3	i	i	56	i	4	-5%	54	21	-6.5	1174	-7%
